# Source: PubChem BioAssay
# KAT2A inh = inhibitors of human GCN5L2 histone acetyltransferase. GCN5L2 HAT assay, ThioGlo1 CoA-SH fluorescence. Q92830. Potency, µM (doses to about 58.9 µM), inactives show at the highest dose activity change, negative = inhibition, most hits filed as inhibitors. 0.21% of 390,000 active
# Target sequence (Q92830 whole entry, looked up): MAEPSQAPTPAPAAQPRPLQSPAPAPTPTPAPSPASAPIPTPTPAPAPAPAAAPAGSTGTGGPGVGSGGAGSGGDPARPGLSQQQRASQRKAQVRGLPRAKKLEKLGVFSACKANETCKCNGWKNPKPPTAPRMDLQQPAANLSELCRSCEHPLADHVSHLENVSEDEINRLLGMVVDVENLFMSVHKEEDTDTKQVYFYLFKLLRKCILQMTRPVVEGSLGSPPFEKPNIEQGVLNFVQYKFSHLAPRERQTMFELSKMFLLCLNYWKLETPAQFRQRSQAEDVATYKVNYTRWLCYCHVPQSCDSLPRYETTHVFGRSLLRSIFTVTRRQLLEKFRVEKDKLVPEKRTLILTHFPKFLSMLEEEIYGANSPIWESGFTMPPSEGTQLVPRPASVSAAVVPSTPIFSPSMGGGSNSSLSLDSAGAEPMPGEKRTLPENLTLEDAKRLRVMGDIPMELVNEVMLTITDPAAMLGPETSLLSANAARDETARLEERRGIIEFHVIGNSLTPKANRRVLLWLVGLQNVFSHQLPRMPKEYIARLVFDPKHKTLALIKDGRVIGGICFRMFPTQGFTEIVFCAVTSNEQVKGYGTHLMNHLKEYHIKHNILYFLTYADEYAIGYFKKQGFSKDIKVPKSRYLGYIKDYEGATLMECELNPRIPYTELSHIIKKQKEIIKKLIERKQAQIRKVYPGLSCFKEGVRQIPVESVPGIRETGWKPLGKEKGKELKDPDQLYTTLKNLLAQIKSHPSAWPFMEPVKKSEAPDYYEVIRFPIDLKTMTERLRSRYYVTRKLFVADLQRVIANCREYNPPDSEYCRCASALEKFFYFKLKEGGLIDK
#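 qHTS, 1536-well. 20nM enzyme, pH 7.5 HEPES/EDTA/Tween-20 buffer; 15 min compound preinc., RT. Start: 75uM H3(1-25), 70uM AcCoA, 50uM ThioGlo1. Read Ex340/Em540 at t=0 (autofluorescence flag) and t=20 min.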
# DT40 TDP1 no CPT = qHTS for Inhibitors of human tyrosyl-DNA phosphodiesterase 1 (TDP1): qHTS in cells in absence of CPT | DT40 Tdp1-/- hTDP1 cells, no CPT, ATP luminescence, 48 h | Potency, µM (highest dose often 46.2 µM), for inactives: top-dose activity change, negative = growth inhibition, most hits filed as inhibitors | 15% of 420,000 active; note: nearly all actives have a fitted effect of over 55% in size
#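 Readout: luminescence from CellTiter-Glo after 30 min in the dark at RT. Cells: DT40 Tdp1-/- with stable hTDP1, 400/well. Exposure: compounds alone, ≥48 hr, 37 °C.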
# TDP1 cell CPT = growth inhibition of DT40 Tdp1-/-;hTDP1 cells with camptothecin (screen for TDP1 inhibitors); Potency, µM (highest dose often 46.2 µM), without a hit: at the highest dose activity change, negative = growth inhibition, usual class: inhibitors; 12% of 420,000 active; chicken DT40 Tdp1-/-;hTDP1 cells + 20 nM CPT, ATP luminescence, 48 h; AID 686979; note: nearly all actives have a fitted effect of over 55% in size
#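 Chicken DT40 Tdp1-/- cells stably complemented with human TDP1 were seeded at 400 cells/well in medium containing 20 nM camptothecin, exposed to pin-transferred compounds, and grown at 37 °C for at least 48 hr. Viability was read as ATP luminescence.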
# * hit, by the source's call; ? = inconclusive; · = no result given; & = joins results of further samples; [ ] = remark or other dose. Calls come from the whole dose curve; as a rule, active = well fitted curve in the direction sought with a large enough effect; inconclusive = small, poorly fitted or top-dose-only effect, or another doubt; inactive = no such curve, though single readings can be large; an effect the other way counts as inactive or inconclusive. % is set by controls: 0 for no effect and ±100 for the full control effect; potency is the fitted concentration of half-maximal effect.
# Values in the order – KAT2A inh, TDP1 cell CPT, DT40 TDP1 no CPT
O=[N+]([O-])c1cccc(COc2ccccc2CN2CCOCC2)c1
→ ·, ?, ?
CN(C)CC1CCCCC1OC(=O)c1ccc(Cl)cc1Cl (stereo not given)
→ 1%, ?, 20%
CCN1C(=O)C(Cc2nc3ccccc3c(=O)n2-c2cccc(C)c2)c2ccccc21 (stereo not given)
→ -1%, ?, ?
CCN(N=Nc1cccc([N+](=O)[O-])c1)c1cccc([N+](=O)[O-])c1
→ -4%, -14%, -8%
O=C(O)CCN=Cc1c(O)c2ccccc2oc1=O
→ 3%, 8%, -22%
Cc1cc(C)cc(NC(=O)NNC(=O)c2cc3occc3[nH]2)c1
→ -14%, 1%, 0%
Cc1ccc(C2=CC(C)(c3ccc(C)cc3)Nc3nc(C(F)(F)F)nn32)cc1 (stereo not given)
→ -11%, ?, ?
O=C(NCCc1ccccc1)C(=O)NCC1OCCCN1S(=O)(=O)c1cc(F)ccc1F (stereo not given)
→ -6%, -6%, 5%
O=C(NCc1ccccc1)c1onc(CSc2ccc(Cl)cc2)c1C(=O)NCC1CC1
→ -12%, ?, ?
CCOC(=O)C1=C(CSc2nc(-c3ccncc3)ccc2C#N)OC(N)=C(C#N)C1c1ccc(OC)cc1 (stereo not given)
→ -8%, ?, 16µM*

# Molecules from the list above containing sulfur, in the order listed:
# Values in the order – KAT2A inh, TDP1 cell CPT, DT40 TDP1 no CPT
O=C(NCCc1ccccc1)C(=O)NCC1OCCCN1S(=O)(=O)c1cc(F)ccc1F (stereo not given)
→ -6%, -6%, 5%
O=C(NCc1ccccc1)c1onc(CSc2ccc(Cl)cc2)c1C(=O)NCC1CC1
→ -12%, ?, ?
CCOC(=O)C1=C(CSc2nc(-c3ccncc3)ccc2C#N)OC(N)=C(C#N)C1c1ccc(OC)cc1 (stereo not given)
→ -8%, ?, 16µM*

# (further entries)
# Values in the order – KAT2A inh, TDP1 cell CPT, DT40 TDP1 no CPT
Cc1cccc(Oc2ncnc(N)c2[N+](=O)[O-])c1C
→ 1%, 3%, -4%
N#CC1=C(N)Oc2c(oc(CO)cc2=O)C12C(=O)Nc1ccc(Cl)cc12 (stereo not given)
→ 2%, -14%, -14%
COC(=O)c1c(OC)cc2c(c1C)Oc1c(Cl)c(O)c(Cl)c(C)c1C(=O)O2
→ ?, ?, ?
c1ccc(CN2CCN(c3nc(-c4ccccc4)nc4ccccc34)CC2)cc1
→ 0%, ?, ?
COc1ccccc1C(CNC(=O)CNC(=O)c1ccccc1Cl)N1CCCC1 (stereo not given)
→ 0%, 0%, 4%
Cc1cc(C)cc(NC(=O)C2CCCN(c3nccc(C)n3)C2)c1 (stereo not given)
→ 1%, ?, ?
NC(=O)c1ccccc1NC(=O)C(c1ccccc1)c1ccccc1
→ ·, ?, 29µM*
Cc1ccccc1N1CCN(C(=O)c2ccccc2NC(=O)/C=C\C(=O)O)CC1
→ -20%, ?, ?
Cc1sc2nc(CSCC(=O)Nc3ccc(C(=O)N(C)C)cc3)[nH]c(=O)c2c1C
→ -11%, -3%, 4%
Nc1ccccc1SC/C=C/CSc1ccccc1N
→ 0%, 5%, 0%
Cc1onc(-c2ccccc2Cl)c1C(=O)NCc1ccccn1
→ -6%, -20%, -8%
Cn1c(=O)c2sccc2n2c(CCCC(=O)Nc3ccc(Cl)cc3)nnc12
→ -1%, 21µM*, ?
N=C1SCC(=O)N1c1ncc(Cc2cccc(Cl)c2)s1
→ -7%, ?, ?
Cc1nc(-c2cccc(NS(=O)(=O)c3ccccc3)c2)cs1
→ -3%, ?, -25%
CCNC(=S)SCCOc1ccc(C)cc1
→ -6%, 5%, -6%
CCOC(=O)c1cnc2nc(SCc3ccccc3Cl)[nH]n2c1=O
→ ·, -4%, -2%
CCCN(CC1CC1)C(=O)COc1ccccc1C(=O)NCc1ccccc1
→ 3%, ?, ?
CN(CC(=O)NCC(=O)Nc1ccc(F)cc1)CC(=O)Nc1ccc(Cl)c(C(F)(F)F)c1
→ ·, -27%, -19%
CC(C)c1ccc(C2NC(C(=O)O)CS2)cc1 (stereo not given)
→ -5%, -10%, -4%
CC(C)c1ccc(NC(=O)c2cc(S(=O)(=O)N3CCCCC3)cn2C)cc1
→ -1%, -15%, -13%
O=c1c2ccccc2ncn1Cc1ccccc1
→ 0%, 18%, 9%
O=C(NCCCNc1ccc([N+](=O)[O-])cc1Cl)c1ccccc1F
→ -9%, 6%, ?
Cc1cccc(NC(=S)NCCc2ccccc2)n1
→ 3%, ?, 16µM*
Cc1nc(SCC#N)c2c3c(sc2n1)CCC3
→ -2%, 7%, 12%
CCNC(=O)C1CCCN(C(=O)c2cc(C)oc2C)CC1 (stereo not given)
→ ·, -1%, -21%
Cc1c(C2(O)CCCCC2)[nH]c2cc(C(F)(F)F)ccc12
→ -18%, 21µM*, 16µM*
COc1ccc(C)cc1S(=O)(=O)N1CCN(S(=O)(=O)c2cc(C)ccc2OC)C(C)C1 (stereo not given)
→ -9%, -19%, -26%
S=C1SCN(CCN2CCOCC2)CN1Cc1ccccc1
→ -2%, 5µM*, 3.2µM*
CCCc1cc(-n2cnc3ccccc32)n2c(nc3ccccc32)c1C#N
→ 3%, -27%, -13%
CCOc1ccc(-c2cc3c(=O)n(CC(=O)NCc4ccccc4)ccn3n2)cc1
→ 1%, ?, -16%
O=C(NCc1ccccc1)C(c1cccc2ccccc12)n1c(=O)c(-c2cc3ccccc3[nH]2)nc2ccccc21 (stereo not given)
→ ·, 15µM*, ?
COc1cccc(CNC(=O)c2cc3n(n2)CCCN(Cc2ccc(C)cc2)C3=O)c1OC
→ 5%, 23µM*, 16µM*
O=C(c1ccc(N2CCCC2=O)cc1)N1CCN(c2ccccc2O)CC1
→ 1%, -24%, ?
COC(=O)c1ccccc1OC(=O)c1cc2ccccc2oc1=O
→ -3%, 32%[activator], 10%
CCC(C(=O)OCC(=O)Nc1ccc(C(=O)Nc2ccc(OC)cc2)cc1)c1ccccc1 (stereo not given)
→ -2%, ?, ?
Cc1cc(C(=O)CN2C(=O)NC(c3ccccc3)(c3ccccc3)C2=O)c(C)n1Cc1ccco1
→ -20%, ?, 23µM*
COc1ccc(OC)c(NC(=O)COC(=O)c2c(C)noc2C)c1
→ -2%, -1%, 7%
CCOc1ccc(-c2cccc(NS(=O)(=O)c3ccc(C)s3)c2)nn1
→ -6%, 23µM*, ?
CCOC(=O)C1CCN(C(=O)c2cc(COc3ccc(F)cc3F)on2)CC1
→ -4%, -4%, -29%
CCOc1ccc(-n2ccc(=O)c(C(=O)Nc3ccc(S(=O)(=O)Nc4nccs4)cc3)n2)cc1
→ -9%, 5%, 2%
CCOC(=O)c1ccc(N2CCN(C(=O)c3ccccc3)CC2)c(NC(=O)c2ccco2)c1
→ -1%, -24%, ?
Cc1ccc2oc(C(=O)NCCCN3CCOCC3)c(C)c2c1
→ -3%, ?, ?
CCOC(=O)c1c(S(=O)(=O)N2CCCC(C(=O)Nc3cccc(CC)c3)C2)c(C)n(CC)c1C (stereo not given)
→ -3%, 18µM*, ?
COc1cccc(/C=N/n2c(-c3ccco3)nc3ccccc3c2=O)c1OC
→ -3%, ?, ?
CCc1ccc(NC(=O)c2sc(-n3nc(C)c(Cc4ccc(OC)cc4)c3C)nc2C)cc1
→ -1%, -11%, -14%
COc1ccccc1N(Cc1cc(=O)[nH]c2ccccc12)C(=O)c1ccc([N+](=O)[O-])cc1
→ -7%, 21µM*, 12µM*
O=C(c1cc(COc2cccc(C(F)(F)F)c2)on1)N1CCc2ccccc2C1
→ ·, ?, -19%
CCOC(=O)N1CCN(C(=O)CN(Cc2ccc(Cl)cc2)S(=O)(=O)c2ccc(C)cc2)CC1
→ -4%[0.501 µM], 16µM*, ?
COc1ccc(CN(C)C(=O)CNC(=O)c2sc3ccccc3c2Cl)c(OC)c1OC
→ ·, ?, -24%
Cn1c(N)c(C(=O)CCl)c(=O)n(C)c1=O
→ -7%, 7.3µM*, ?

# (next part)
# Values in the order – KAT2A inh, TDP1 cell CPT, DT40 TDP1 no CPT
CN1/C(=C\C(=O)COC(=O)c2ccco2)C(C)(C)c2ccccc21
→ -16%, ?, ?
COc1ccccc1C(=O)OCC(=O)N1CCC(Cc2ccccc2)CC1
→ -5%, ?, ?
CCN(CC)CCN1C(=O)C(=O)/C(=C(/O)c2ccc(Cl)cc2)C1c1ccncc1 (stereo not given)
→ 16%, -1%, -14%
N#C/C(=C\c1cn(Cc2cccc(F)c2)c2ccccc12)C(=O)NCc1ccco1
→ -4%, -13%, -26%
O=C1CCN(CCCc2ccccc2)CCN1CCO
→ ?, 4%, -2%
CCc1nnc(NC(=O)c2cc(S(=O)(=O)N3CCCCC3)ccc2C)s1
→ -18%, -4%, 26%
Cc1ccc(Cl)cc1-c1ccc(C=Nc2ccc(N3CCOCC3)cc2)o1
→ -5%, ?, ?
Cc1ccc(C(C(=O)NC2CCCCC2)N(CCCN2CCOCC2)C(=O)c2snc(C(N)=O)c2N)cc1 (stereo not given)
→ -1%, -4%, 6%
C=CCn1cc(C(=O)NCc2ccco2)c(=O)c2cc(S(=O)(=O)N3CCCCCC3)ccc21
→ -8%, 21µM*, ?
CCC/C(=N/NC(=O)c1cccc(Cl)c1)c1ccccc1
→ 2%, ?, ?
COc1cccc(/C=N/n2c(-c3cccs3)n[nH]c2=S)c1
→ -8%, -13%, -18%
COCCCn1c(SCc2nc3ccccc3c(=O)[nH]2)nc2ccccc2c1=O
→ 1%, -28%, ?
Cc1ccc(S(=O)(=O)N2CCOCC2)cc1C(=O)OCC(=O)c1ccc(Br)cc1
→ -4%, -12%, ?
O=C(CNC(=O)c1cccs1)NCCN1CCN(Cc2ccccc2)CC1
→ -14%, -12%, -11%
NC(=O)NC(=O)COC(=O)c1ccc(OC(F)(F)F)cc1
→ 5%, -4%, 3%
COc1ccccc1NC(=O)Cn1c(=O)n(CCc2c[nH]c3ccccc23)c(=O)c2cccnc21
→ -6%, ?, -62%
N/C(=N\OC(=O)Cc1cccc2ccccc12)c1ccccn1
→ -7%, ?, ?
COc1ccccc1/C=N/NC(=O)c1ccccc1NS(=O)(=O)c1ccc(C)cc1
→ -8%, 14%, -26%
Cc1ccccc1C1=N/C(=C/c2cccnc2)C(=O)O1
→ 1%, -27%, -15%
C=CCSc1nnc(Cc2cc(=O)[nH]c(=O)[nH]2)n1-c1cc(C)ccc1C
→ 0%, 8%, 7%

# In a second layout: results already given.
CCOc1ccc(-n2ccc(=O)c(C(=O)Nc3ccc(S(=O)(=O)Nc4nccs4)cc3)n2)cc1
  KAT2A inh: -9%; TDP1 cell CPT: 5%; DT40 TDP1 no CPT: 2%
CCOC(=O)c1ccc(N2CCN(C(=O)c3ccccc3)CC2)c(NC(=O)c2ccco2)c1
  KAT2A inh: -1%; TDP1 cell CPT: -24%; DT40 TDP1 no CPT: ?
Cc1ccc2oc(C(=O)NCCCN3CCOCC3)c(C)c2c1
  KAT2A inh: -3%; TDP1 cell CPT: ?; DT40 TDP1 no CPT: ?
CCOC(=O)c1c(S(=O)(=O)N2CCCC(C(=O)Nc3cccc(CC)c3)C2)c(C)n(CC)c1C (stereo not given)
  KAT2A inh: -3%; TDP1 cell CPT: 18µM*; DT40 TDP1 no CPT: ?

# (next part)
# Values in the order – KAT2A inh, TDP1 cell CPT, DT40 TDP1 no CPT
CN(C)C(=O)CN1c2cccc3cccc(c23)S1(=O)=O
→ -27%, 12%, 17%
CS(=O)(=O)N1CCN(c2ccc(NC(=S)NC(=O)c3ccc4c(c3)OCO4)cc2)CC1
→ -1%, -16%, ?
O=C(c1cn(-c2ccccc2)nc1-c1cccnc1)N1CCN(S(=O)(=O)c2cccc(F)c2)CC1
→ 0%, -24%, ?
COC(=O)c1ccc(/C=N/NC(=O)c2cccc(F)c2)cc1
→ -2%, 2%, -14%
COc1cc(NC(=O)c2cc(C(C)C)on2)cc(OC)c1OC
→ -7%, -19%, ?
CCn1nc(C)c(CN2CCN(Cc3ccsc3)C(CCO)C2)c1C (stereo not given)
→ 18%, -7%, -13%
Cc1c(-c2ccc(Cl)cc2)noc1C1CCN(CCc2ccccc2)CC1
→ -8%&-14%, ?, 15µM*
Cc1nc(N)sc1-c1csc(Nc2ncccn2)n1
→ -9%, 16µM*, 18µM*
CC1C2CC(C/C2=N/NC(=O)c2cccs2)C1(C)C (stereo not given)
→ -10%, ?, -15%
O=C(Nc1cccc(C(=O)OCc2cc(=O)n3ccsc3n2)c1)c1ccc(F)cc1
→ 24%, -24%, -17%
O=C(/C=C/Nc1cccc([N+](=O)[O-])c1)c1cccs1
→ -5%[0.501 µM], 1%, 5%
Cc1cc(NC(=O)c2ccc(C#N)cc2)n(-c2ccccc2)n1
→ -9%, 0%, -22%
